Bioassay records deposited in PubChem by Sanford-Burnham Center for Chemical Genomics.
TAG inh = inhibitors of triacylglycerol accumulation, primary screen, cell-based, uHTS, fluorescence, H9c2; H9c2 cells, Nile Red lipid (TAG) fluorescence; cells loaded with 200 µM oleic acid; inhibition, % at 12.5 µM; 230,000 tested, 0.66% active; AID 651582, 2012;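 active = pattern-corrected inhibition of lipid staining of at least 50% with the nuclear-stain viability signal not falling by more than 50%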;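 also: 0% = DMSO wells and 100% = triacsin C control wells; some results filed as inactive read as strong as hits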
TAG inh DAPI viability = recorded beside TAG inh, whose call it bears; DAPI nuclei signal change (viability), lower = more cytotoxic, %;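 whole-well DAPI fluorescence read on a plate reader as a viability signal; minus 50 percent equals half of cells still viable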
* hit, by the source's call. This is a subset; count on the stated rates, not on these rows.

Results follow in this order: TAG inh, TAG inh DAPI viability
- CCCCOc1ccc(C2CCC(C(C)=O)C(C)C2)cc1 (stereo unspecified)
  8, 1
- CCN(CC)S(=O)(=O)c1ccc(C)c(NC(=O)CN(C)C)c1
  -8, -12
- CC(=O)NCc1ccc(-c2csc(NC(=O)CCCc3nc4ccccc4c(=O)[nH]3)n2)cc1
  12, 1
- CC(=O)Nc1ccc2nc3ccccc3nc2c1
  8, 6
- CC(=O)Nc1ccc(S(=O)(=O)NCCNC(=O)c2ccccc2F)cc1
  -17, 0
- CCCn1c(CC)nc([N+](=O)[O-])c1S(=O)(=O)c1ccccc1
  -130, 0
- CCN(C(=O)c1cnc2scc(C)n2c1=O)c1ccccc1C
  2, 9
- Cc1ccc(Cl)cc1N1CCN(S(=O)(=O)c2cnc[nH]2)CC1
  6, 2
- O=C(COC(=O)c1ccccc1Cl)NCc1cccs1
  -12, -2
- CCCCNC(=O)Nc1nc2ccccc2s1
  -14, 10
- Oc1ccc(Br)cc1C=Nc1ccc(Cl)cc1
  -10, -5
- COc1cc(OC)cc(-c2sc3ccc(OC)cc3c2-c2ccc(OCCN3CCCCC3)cc2)c1
  11, 20
- COc1ccccc1NS(=O)(=O)c1ccc(C)c(C(=O)NCC(c2cccs2)N2CCOCC2)c1 (stereo unspecified)
  4, -2
- Cc1ccc(C(=O)COC(=O)COc2ccccc2C)cc1
  10, -1
- COc1ccc(/C(N)=N/OC(=O)CN(C)S(=O)(=O)c2ccc(C)cc2)cc1
  -4, 1
- O=C(O)c1ccc(N2CC3CC(C2)c2cccc(=O)n2C3)c(NS(=O)(=O)c2cccc(C(F)(F)F)c2)c1 (stereo unspecified)
  -15, 5
- N#Cc1c(-c2ccc3c(c2)OCO3)csc1N
  1, -4
- COc1cc(CCC(=O)OCC(=O)N(CC(C)C)C2CCS(=O)(=O)C2)cc(OC)c1OC (stereo unspecified)
  -2, -3
- COc1ccc(S(=O)(=O)N2CCOCC2)cc1NC(=O)CN(C)CC(=O)Nc1cccc(F)c1
  9, -6
- CCOC(=O)c1ccc(S(=O)(=O)NNC(=O)c2ccc3c(c2)nc(C)n3CC)cc1
  4, -6
- O=C(COC(=O)C12CC3CC(CC(C3)C1)C2)NNC(=O)c1ccccc1
  6, 4
- CN(C)C(=O)Cn1nc(-c2ccccc2)c2ccccc2c1=O
  -14, 0
- CCOC(=O)C[C@H]1c2ccccc2S(=O)(=O)N1C1CC1
  9, 7
- CNS(=O)(=O)c1cccc(C(=O)OCC(=O)N(CCC#N)c2ccccc2)c1
  10, -4
- O=C(NCc1ccccn1)C1CCN(S(=O)(=O)c2cc(Cl)ccc2Cl)CC1
  14, -7
- Cc1nnc(SCC2=C(C(=O)O)N3C(=O)C(NC(=O)Cn4nc(C(F)F)cc4C)C3SC2)s1 (stereo unspecified)
  -3, -6
- Cc1ccccc1-c1cc(C(=O)O)n(CC2CC(c3cccnc3)=NO2)n1 (stereo unspecified)
  -21, 5
- COc1ccc2c(c1)OC(=O)CC2c1ccccc1OC (stereo unspecified)
  -6, 4
- Cc1ccc(NC(=O)CN(C)C(=O)Cc2ccc3c(c2)CCC3)cc1
  1, -1
- C[C@@H](NS(=O)(=O)c1ccc(Br)cc1F)[C@@H](O)c1ccccc1
  -4, -7
- Cc1cccc(C)c1NC(=O)CN(C)C(=O)CSCc1c(C)noc1C
  4, -5
- CC(=O)c1ccc(OCC(=O)NCC(c2ccco2)N2CCCCC2)cc1 (stereo unspecified)
  10, -16
- COCC(C)NC(=O)c1cc2c(ccc3ccccc32)oc1=O (stereo unspecified)
  1, 18
- Cc1ccc(S(=O)(=O)N2CC3(O)CN(C(=O)OC(C)C)N(C(=O)OC(C)C)CC3(OC(=O)NCc3ccccc3)C2)cc1 (stereo unspecified)
  4, 1
- COc1cccc(NC(=O)c2ccccc2NC(=O)c2ccncc2)c1
  24, -6
- O=S1(=O)NC(=NCC(c2ccco2)N2CCCCC2)c2ccccc21 (stereo unspecified)
  -1, 7
- CC(NC(=O)COc1ccccc1)C(=O)OCC(=O)c1cc2ccccc2o1 (stereo unspecified)
  -7, 3
- O=c1[nH]c(=O)n(C2C[C@H](O)[C@@H](CO)O2)cc1C(F)(F)F (stereo partly specified)
  7, -5
- CCOC(=O)N1CCN(c2c(N3CCN(c4ccc(F)cc4)CC3)c(=O)c2=O)CC1
  -5, -4
- O=C(c1cccnc1Cl)N1CCOCC1
  -4, -5
- CCn1nnnc1SCC(=O)Nc1nc2ccccc2s1
  8, 11
- O=C(N/N=C/c1sc(=O)n(-c2ccccc2)c1Cl)c1ccncc1
  23, -13
- COc1ccc(S(=O)(=O)N2CCN(C)CC2)cc1Br
  -6, -5
- CCOC(=O)C1=NN(C(=O)COc2ccccc2)C(O)(c2ccc(Br)cc2)C1 (stereo unspecified)
  -5, 13
- Cc1cc(C)nc(NS(=O)(=O)c2ccc(NS(=O)(=O)c3ccsc3)cc2)n1
  6, -7
- COc1cc(C(=O)NCc2cccc3ccccc23)ccc1OCc1ccccc1
  32, 2
- Cc1ccc(N2C(=O)CC3(CCCC3)CC2=O)cc1
  0, 10
- C[n+]1cc(C(=O)N2CCCCC2)ccc1/C=C/c1c[nH]c2ccccc12
  -21, -1
- CN(C(=O)COC(=O)CSc1ccc(C(N)=O)cc1[N+](=O)[O-])C1CCCCC1
  3, 2
- CCO[C@@H]1OC(C(=O)N2CCOCC2)=C[C@H](C)[C@H]1CCCO
  6, -1
- Nc1nc(N)nc(-c2cc([N+](=O)[O-])ccc2O)n1
  5, -1
- O=C(Nc1cc(Cl)ccc1O)c1snnc1-c1ccccc1
  -23, 15
- CCCCN1C(=O)C(=O)N(CC(=O)Nc2ccc(C(N)=O)cc2)C1=O
  8, -5
- Cc1nn(CC(=O)N2CCc3ccccc3C2)c(C)c1[N+](=O)[O-]
  -3, 3
- CCOc1ccc(NC(=O)N(C2CCCCCC2)C2CCN(C(C)=O)CC2)cc1
  -1, 1
- O=C(c1ccc(NS(=O)(=O)c2ccccc2)cc1)N1CCCCCC1
  10, -2
- O=C(NC(C(=O)c1ccccc1)N1CCOCC1)c1ccccc1 (stereo unspecified)
  3, -9
- COc1ccc(S(=O)(=O)Nc2ncccc2C)c2ccccc12
  0, -2
- COCCn1c(C)cc(C(=O)COC(=O)c2[nH]c(C)c(C(C)=O)c2C)c1C
  -9, 3
- Cc1cc(=O)oc2cc(OC(C)C(=O)Nc3nccs3)ccc12 (stereo unspecified)
  3, 8

Reformatted with bars between the fields: entries from further up
SMILES | TAG inh | TAG inh DAPI viability
CN(C)C(=O)Cn1nc(-c2ccccc2)c2ccccc2c1=O | -14 | 0
COc1ccc2c(c1)OC(=O)CC2c1ccccc1OC (stereo unspecified) | -6 | 4
CCN(C(=O)c1cnc2scc(C)n2c1=O)c1ccccc1C | 2 | 9
O=C(c1ccc(NS(=O)(=O)c2ccccc2)cc1)N1CCCCCC1 | 10 | -2
COc1ccc(S(=O)(=O)N2CCN(C)CC2)cc1Br | -6 | -5

Another view of 2 compounds above.
| structure | TAG inh | TAG inh DAPI viability |
| --- | --- | --- |
| COc1cc(C(=O)NCc2cccc3ccccc23)ccc1OCc1ccccc1 | 32 | 2 |
| Cc1ccc(N2C(=O)CC3(CCCC3)CC2=O)cc1 | 0 | 10 |

More records follow.
Results follow in this order: TAG inh, TAG inh DAPI viability
- CC(C)Sc1nnc([C@H](Cc2ccccc2)NC(=O)OC(C)(C)C)o1
  -14, 0
- CCOC(=O)c1ccc(S(=O)(=O)Nc2cc(C(=O)O)ccc2Cl)cc1
  -5, -8
- CS/C(N)=N/C(=S)Nc1cccc(Cl)c1
  -9, 8
- N#C/C(=C/c1cn[nH]c1-c1ccc(Br)cc1)C(=O)O
  0, 9
- COc1ccc(NC(=O)Cc2csc(NC(=O)Nc3ccccc3OC)n2)c(OC)c1
  0, 15
- CCOc1ccc(CCNC(=O)COC(=O)c2nc(Cl)ccc2Cl)cc1OCC
  11, 3
- Nc1[nH][nH]c(=O)c1N=Nc1ccc2c(c1)OCO2
  -3, -5
- O=C(CC1CCCC1)Nc1ccc2c(c1)CCC2
  0, -6
- CC(=O)N1CCN(C(=O)c2ccc(Cl)c(S(=O)(=O)N3CCCCCC3)c2)CC1
  -7, 4
- O=S(=O)(c1ccc(F)c(F)c1)N1CCC2(CC1)OCCO2
  -26, -2
- C=CCc1c(C)nc(-c2ccccc2)nc1Nc1ccccc1O
  16, 3
- CC(NC(=O)C1CCCN1C(=O)c1cccs1)c1ccc(Cl)cc1Cl (stereo unspecified)
  6, 1
- Cn1c(=O)[nH]c(=O)c2[nH]c(NCCCN3CCOCC3)nc21
  -2, -6
- Cc1ccc2oc(C(=O)N(CCO)Cc3ccccc3)c(C)c2c1
  -15, -1
- O=C(CCCN1C(=O)c2cccc3cccc(c23)C1=O)N1CCN(c2ccc(F)cc2)CC1
  -25, 8
- COc1cc(CNCCc2ccccc2F)ccc1OCC(=O)N1CCCCC1
  2, 5
- CC[C@]1(C(=O)OC)[C@H]2C(=O)N(Cc3ccccc3)C(=O)[C@H]2[C@H]2CN=C(SCc3ccc(C)cc3)N21
  -2, 3
- CSCCC(NC(=O)c1ccccc1Br)C(=O)N1CCC(C)CC1 (stereo unspecified)
  -5, 6
- CN(c1ccccc1)S(=O)(=O)c1cccc(C(=O)OCC(=O)NCc2ccc3c(c2)OCO3)c1
  -11, 0
- CC(=O)c1ccc(S(=O)(=O)N2CCC(NC(=O)c3ccccc3)CC2)cc1
  -5, -1
- O=C(Cc1ccc(NC(=O)C2CCN(C(=O)C3CCC3)CC2)cc1)Nc1ccc(C(=O)N2CCOCC2)cc1
  -1, 2
- O=C(COC(=O)Cc1c(Cl)cccc1Cl)NCc1ccccc1
  7, 7
- CCCCOc1ccc(Cl)cc1Nc1nc(NCCO)nc(N2CCCC2)n1
  46, 4
- Cc1nc(CS(=O)(=O)c2ccccn2)sc1C(=O)NNC(=O)c1ccccc1
  21, -6
- CN(C)c1ccc(C(CNC(=O)c2ccccc2)c2c[nH]c3ccccc23)cc1 (stereo unspecified)
  -5, 13
- COc1cccc(NC(=O)Nc2cc(C(=O)O)ccc2C)c1
  -6, -5
- CCC(C)(C)NC(=O)C(C)OC(=O)c1nsc(Cl)c1Cl (stereo unspecified)
  22, -1
- O=[N+]([O-])c1cccc(-c2noc(-c3cccs3)n2)c1
  -6, -1

Among those listed so far, these have a CF3 group:
Results follow in this order: TAG inh, TAG inh DAPI viability
- O=C(O)c1ccc(N2CC3CC(C2)c2cccc(=O)n2C3)c(NS(=O)(=O)c2cccc(C(F)(F)F)c2)c1 (stereo unspecified)
  -15, 5
- O=c1[nH]c(=O)n(C2C[C@H](O)[C@@H](CO)O2)cc1C(F)(F)F (stereo partly specified)
  7, -5

Part of the list above in order of count of non-hydrogen atoms, rising:
Results follow in this order: TAG inh, TAG inh DAPI viability
- O=C(CC1CCCC1)Nc1ccc2c(c1)CCC2
  0, -6
- N#C/C(=C/c1cn[nH]c1-c1ccc(Br)cc1)C(=O)O
  0, 9
- COc1cccc(NC(=O)Nc2cc(C(=O)O)ccc2C)c1
  -6, -5
- C=CCc1c(C)nc(-c2ccccc2)nc1Nc1ccccc1O
  16, 3
- CCOc1ccc(CCNC(=O)COC(=O)c2nc(Cl)ccc2Cl)cc1OCC
  11, 3
- CC[C@]1(C(=O)OC)[C@H]2C(=O)N(Cc3ccccc3)C(=O)[C@H]2[C@H]2CN=C(SCc3ccc(C)cc3)N21
  -2, 3
